JMJD2A Tudor inh – JMJD2A Tudor domain (human) inhibition; O75164; AlphaScreen JMJD2A-Tudor / H3K4me3 peptide binding; hit rate 4.4% among 390,000; Potency, µM (titrated, usually from 114 µM), without a hit: top-dose activity change, negative = inhibition, actives largely listed as inhibitors; note: potency is the fitted concentration of half-maximal effect; % is set by controls: 0 for no effect and ±100 for the full control effect; nearly all actives have a fitted effect of over 50% in size
12-LOX inh – blocks human arachidonate 12S-lipoxygenase | P18054 | purified 12hLO, xylenol orange hydroperoxide absorbance | Potency, µM (doses to about 108 µM), for inactives: top-dose activity change, negative = inhibition, hits mostly inhibitors | hit rate 1.1% among 580,000 | AID 1671190; note: potency is the fitted concentration of half-maximal effect; % is set by controls: 0 for no effect and ±100 for the full control effect
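Hydroperoxide product was detected by ferrous iron/xylenol orange as the 573 to 405 nm absorbance ratio. Arachidonic acid at 40 uM (final) was turned over for 30 min at room temperature by 150 nM human 12hLO, pH 7.0 Hepes buffer, after 15 min compound preincubation.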
ERG-DNA inh – blocks human ERG Ets domain binding to DNA; P11308; fluorescence polarization, His-ERG Ets domain / labelled DNA; Potency, µM (series often up to 76.9 µM), for inactives: top-dose FP activity, negative = inhibition, actives largely listed as inhibitors; hit rate 0.028% among 370,000; active = well fitted inhibition curve with a large enough effect in the polarisation, with a control signal flat; inconclusive = small, poorly fitted or top-dose-only effect, or effect the other way, or a change in a side signal; inactive = no such curve, though single readings can be large or run the other way; the % refers to the polarisation;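 note: polarization taken with two DNA probes labelled with fluorescein and Texas red; potency is the fitted concentration of half-maximal effect; % of control where 0% means no effect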
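His-tagged ERG Ets domain (1 uM in the protein solution; 300mM KCl, 50mM Tris-HCl, 1mM EDTA, 1mM DTT, pH 7.5) received compound, then a probe mix of 5 nM fluorescein-DNA and 100nM Texas-615-DNA. Fluorescence polarization was read for both dyes.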
G9a inh – blocks human histone lysine methyltransferase G9a; hit rate 8.8% among 350,000; Potency, µM (titrated, usually from 102 µM), for the others: top-dose activity, negative = inhibition, hits mostly inhibitors; Q96KQ7; G9a H3K9 monomethylation, AlphaScreen, 2 h; note: potency is the fitted concentration of half-maximal effect; % is set by controls: 0 for no effect and ±100 for the full control effect; nearly all actives have a fitted effect of over 75% in size
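Readings reflect AlphaScreen signal from monomethyl-H3K9 antibody detection. HMT at 20 nM; substrate b-H3K9 500 nM; cofactor SAM 20 uM; 2 h RT reaction; compounds tested as titrations in qHTS with 15 min preincubation.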
HP1b chromo inh – blocks HP1-beta chromodomain binding to methylated histone tails. Potency, µM (series often up to 114 µM), for inactives: at the top dose activity change, negative = inhibition, most hits filed as inhibitors. P83916. hit rate 0.56% among 390,000. AID 540317. AlphaScreen HP1-beta / biotin-H3K9me3 peptide binding; note: potency is the fitted concentration of half-maximal effect; nearly all actives have a fitted effect of over 70% in size; inactives centre near 23
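AlphaScreen: HP1-beta (50 nM) preformed 30 min with biotin-H3(1-18)K9me3 peptide (50 nM) in PBS pH 7.4, 0.01% Tween-20. Compound added for 30 min at RT, then streptavidin donor/nickel chelate acceptor beads (10 ug/mL) for 30 min.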
BAZ2B inh – BAZ2B (human) inhibition | AlphaScreen BAZ2B-H3K14Ac peptide displacement | Potency, µM (highest dose often 114 µM), without a hit: at the highest dose activity change, negative = inhibition, usual class: inhibitors | hit rate 4.4% among 360,000 | AID 504333; note: potency is the fitted concentration of half-maximal effect; % is set by controls: 0 for no effect and ±100 for the full control effect; nearly all actives have a fitted effect of over 60% in size
Target sequence (Q9UIF8 whole entry, looked up): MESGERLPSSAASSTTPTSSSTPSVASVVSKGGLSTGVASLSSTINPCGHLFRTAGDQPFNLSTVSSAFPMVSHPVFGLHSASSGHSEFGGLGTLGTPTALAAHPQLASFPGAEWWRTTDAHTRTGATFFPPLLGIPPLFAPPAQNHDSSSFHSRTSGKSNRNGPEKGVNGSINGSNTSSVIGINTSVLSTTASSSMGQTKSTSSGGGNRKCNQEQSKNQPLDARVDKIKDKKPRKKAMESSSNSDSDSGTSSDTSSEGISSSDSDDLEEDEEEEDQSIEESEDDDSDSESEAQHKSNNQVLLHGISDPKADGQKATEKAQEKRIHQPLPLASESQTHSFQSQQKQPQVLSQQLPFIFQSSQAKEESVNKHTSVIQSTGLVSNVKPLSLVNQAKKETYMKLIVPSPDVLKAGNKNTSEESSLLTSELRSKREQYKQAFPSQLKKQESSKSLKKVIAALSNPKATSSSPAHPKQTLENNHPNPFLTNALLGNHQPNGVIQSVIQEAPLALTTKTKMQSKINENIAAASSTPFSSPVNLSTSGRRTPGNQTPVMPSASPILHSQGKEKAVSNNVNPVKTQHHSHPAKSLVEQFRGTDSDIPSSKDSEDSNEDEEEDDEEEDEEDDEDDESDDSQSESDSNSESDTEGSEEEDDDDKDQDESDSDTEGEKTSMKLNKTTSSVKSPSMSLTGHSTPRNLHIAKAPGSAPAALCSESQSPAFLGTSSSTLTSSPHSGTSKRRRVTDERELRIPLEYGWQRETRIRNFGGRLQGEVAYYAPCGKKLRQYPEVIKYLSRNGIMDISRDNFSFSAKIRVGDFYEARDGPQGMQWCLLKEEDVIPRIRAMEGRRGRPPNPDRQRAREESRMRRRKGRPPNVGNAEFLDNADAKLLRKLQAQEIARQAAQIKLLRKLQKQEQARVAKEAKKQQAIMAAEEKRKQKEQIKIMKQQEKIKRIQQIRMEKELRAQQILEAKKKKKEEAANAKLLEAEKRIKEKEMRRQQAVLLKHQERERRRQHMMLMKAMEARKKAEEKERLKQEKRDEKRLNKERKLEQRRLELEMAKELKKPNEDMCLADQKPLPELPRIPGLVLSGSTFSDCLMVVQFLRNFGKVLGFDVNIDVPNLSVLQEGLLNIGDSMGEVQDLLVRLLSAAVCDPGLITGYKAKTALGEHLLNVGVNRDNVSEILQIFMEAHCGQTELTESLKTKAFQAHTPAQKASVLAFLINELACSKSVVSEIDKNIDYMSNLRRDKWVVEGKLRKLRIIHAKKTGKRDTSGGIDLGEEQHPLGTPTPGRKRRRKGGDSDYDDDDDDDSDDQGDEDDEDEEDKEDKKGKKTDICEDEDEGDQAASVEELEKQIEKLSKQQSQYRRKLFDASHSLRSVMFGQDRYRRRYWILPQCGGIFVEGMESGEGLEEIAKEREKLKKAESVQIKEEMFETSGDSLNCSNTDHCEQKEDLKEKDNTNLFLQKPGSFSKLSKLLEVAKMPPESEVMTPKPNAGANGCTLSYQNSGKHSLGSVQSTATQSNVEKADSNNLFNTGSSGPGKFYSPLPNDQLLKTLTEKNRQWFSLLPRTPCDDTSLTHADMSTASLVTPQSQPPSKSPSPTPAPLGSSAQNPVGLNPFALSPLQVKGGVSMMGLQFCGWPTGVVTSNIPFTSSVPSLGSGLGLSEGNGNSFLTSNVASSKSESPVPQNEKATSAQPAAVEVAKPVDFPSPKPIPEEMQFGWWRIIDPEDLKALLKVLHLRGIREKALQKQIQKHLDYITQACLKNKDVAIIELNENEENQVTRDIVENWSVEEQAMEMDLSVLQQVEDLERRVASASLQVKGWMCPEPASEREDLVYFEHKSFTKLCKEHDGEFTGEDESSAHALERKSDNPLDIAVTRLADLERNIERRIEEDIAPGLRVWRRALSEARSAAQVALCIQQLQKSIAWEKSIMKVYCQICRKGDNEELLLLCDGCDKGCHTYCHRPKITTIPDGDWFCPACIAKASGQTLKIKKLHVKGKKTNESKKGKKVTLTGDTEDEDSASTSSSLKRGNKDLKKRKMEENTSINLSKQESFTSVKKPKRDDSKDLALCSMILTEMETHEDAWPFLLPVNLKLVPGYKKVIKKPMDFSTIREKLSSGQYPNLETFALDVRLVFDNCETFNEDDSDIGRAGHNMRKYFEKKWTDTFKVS
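Complex of BAZ2B and biotin-H3K14Ac (50 nM apiece) forms over 30 min at RT, then faces library compounds up to 110 uM for another 30 min; AlphaScreen beads added, 20 min dark incubation, luminescence read.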
GLS inhibitor – glutaminase GLS (human) inhibition; hit rate 0.21% among 410,000; Potency, µM (highest dose often 45.5 µM), for the others: top-dose activity change, negative = inhibition, hits mostly inhibitors; GLS enzymatic activity, qHTS titration; O94925; note: potency is the fitted concentration of half-maximal effect; % is set by controls: 0 for no effect and ±100 for the full control effect
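Glutamate formation by hKGA was monitored fluorometrically using coupled glutamate oxidase, HRP and Amplex Red. Substrate was added as 1 mM L-glutamine solution; incubation was 30 min at RT after an initial read.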
PI4K2A inh – inhibitors of human PI4K2A; Q9BTU6; purified PI4K2A, ADP-Glo luminescence, 1 h; hits give low values; activity change, negative = inhibition, % at 76.9 µM; hit rate 0.13% among 420,000; AID 1346378; in the data active = activity change below about -50%; inconclusive = mostly about -30% to -49%;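 note: -100% = wells without enzyme as full effect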
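PI4K2A activity was measured by ADP-Glo luminescence: enzyme (4 ug/mL stock) and phosphatidylinositol (1.2 mM stock) in Tris pH 7.5/MgCl2/EGTA/Triton X-100 buffer were reacted with ATP (300 microM stock) for one hour at ambient temperature.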
RGS4 inhibitor – inhibitors of human regulator of G protein signaling 4; P49798; Transcreener GDP fluorescence polarization, RGS4-accelerated GTP hydrolysis; Potency, µM (series often up to 114 µM), inactives show at the top dose activity change, negative = inhibition, hits mostly inhibitors; hit rate 0.039% among 390,000; AID 504845; note: potency is the fitted concentration of half-maximal effect; % is set by controls: 0 for no effect and ±100 for the full control effect; nearly all actives have a fitted effect of over 75% in size; some results filed as inactive show a strong effect at the top dose
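MLSMR compounds (23 nl, pin-transferred) preincubated 10 min at room temperature with a 500nM (2x) first reagent, then RGS4 at 900nM (2x) plus Transcreener GDP mix added; fluorescence polarization (620/688 nm) read before and after 90 min at 30 °C.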
* marks the source's active call; other numbers are inactive results; i = inactive; u = inconclusive; x = not tested or not shown; [ ] = another dose, or the depositor's remark. Unless noted, calls come from the whole dose curve; as a rule, active = well fitted curve in the direction sought with a large enough effect; inconclusive = small, poorly fitted or top-dose-only effect, or another doubt; inactive = no such curve, though single readings can be large; an effect the other way counts as inactive or inconclusive. Not all compounds are listed; the hit share may differ from the screen's.

entry	Compound	RGS4 inhibitor	HP1b chromo inh	12-LOX inh	PI4K2A inh	ERG-DNA inh	BAZ2B inh	GLS inhibitor	JMJD2A Tudor inh	G9a inh
1	CN1CCC(OC(=O)COc2ccc(F)cc2)CC1	-4%	28%	8%	3	-1%	-15%	-6%	-8%	-50%[59 µM]
2	CCc1ccc(-c2[nH]c3c(c2-c2c(-n4cccc4)n(C)c(=O)[nH]c2=O)c(=O)[nH]c(=O)n3C)cc1	-10%	50%[activator]	-5%	0	4%	-23%	4%	0%	3%[59 µM]
3	Cc1ccccc1NC(=O)c1c(Cl)nc(C)c(Cl)c1C	5%	27%	-4%	74	-3%	9%	-8%	7%	-11%[59 µM]
4	CCCC(=O)Nc1ccccc1C(=O)OCc1cc(=O)n2nc(C(C)C)sc2n1	23%	18%	-18%	-4	3%	-10%	-17%	-7%	19%[59 µM]
5	COc1ccc(C2CC(=O)CCN2S(=O)(=O)c2ccc(C)cc2)cc1 (configuration not stated)	12%	37%[activator]	u	1	4%	x	4%	-5%	x
6	CNC(=S)Nc1ccc([N+](=O)[O-])c(C)c1	-37%	36%	-21%	7	-9%	-22%	3%	-13%	-34%
7	O=C(Nc1ccccc1C(F)(F)F)C1CCN(c2nnc(-n3cccc3)s2)CC1	-9%	56%[activator]	5%	-8	0%	33%[activator][57.1 µM]	1%	-7%	-3%[59 µM]
8	Cc1nnc(SCC(=O)Nc2ccccc2F)n(N)c1=O	-12%	25%	18%	5	-5%	2%	-8%	-11%	x
9	Cc1ccc(N(C(=O)C2CCCC2)C2C=CS(=O)(=O)C2)cc1C (configuration not stated)	-2%	6%	-8%	3	x	-6%	17%	-12%	3%[12.7 µM]
10	Cc1ccc2[nH]c3nc(NN)nnc3c2c1	-22%	38%	u	-2	7%	3.5µM*	u	50µM*	x
11	O=C(O)c1ccccc1NS(=O)(=O)c1ccc(NN=Cc2cccc(Cl)c2)c([N+](=O)[O-])c1	-10%	79µM*	u	-4	8%	x	-12%	18µM*	x
12	Cn1c2ccccc2c2nnc(SCC(=O)Nc3cccc(C(=O)O)c3)nc21	u	35%	0%	-13	12%	-18%	1%	-20%	1%
13	COc1cccc(CNC(=O)C(C(=O)NCc2cccc(OC)c2)c2ncc(C(F)(F)F)cc2Cl)c1	14%	28%	3%	1	11%	1%	7%	-15%	18%
14	O=C(CNC(=O)N1CC(=O)Nc2ccccc21)NCCc1c[nH]c2ccccc12	-2%	15%	-17%	1	-7%	-20%	-1%	-19%	17%[12.7 µM]
15	Cc1nn(Cc2noc(C(=O)NCc3ccc4c(c3)OCO4)n2)c(C)c1Br	-44%	21%	21%	2	9%	-23%	-12%	-2%	18%
16	CC(=O)Nc1ccc(NC(=O)c2cc(=O)c3cc(C)c(C)cc3o2)cc1	-5%	25%	-47%	2	-4%	-4%	-2%	-3%	7%
17	CSc1nc(O)c(C(c2ccc(OC(C)C)cc2)c2c(O)nc(SC)[nH]c2=O)c(=O)[nH]1	u	3%	u	-6	10%	x	-9%	u	x
18	Cc1cnc(CNC(=O)c2ccc3oc(Cc4ccc(Cl)cc4)nc3c2)cn1	-13%	35%	i	0	0%	-5%	9%	-11%	x
19	C=CCn1c(SCC(=O)c2cccs2)nnc1-c1cccc(OC)c1	-38%	26%	u	2	x	0%	26%	89µM*	u
20	CC(C)(C)OC(=O)C[C@@H]1C/C=C\C[C@@H](CC(=O)N(CCO)Cc2ccccc2)C(=O)N[C@@H](c2ccccc2)COC1=O	9%	15%	-8%	3	0%	x	0%	-20%	x
21	C=CCC(=O)N1CCCC(C(=O)c2ccc(Cl)cc2)C1 (configuration not stated)	8%	38%[activator]	47%[activator]	0	-7%	11%	1%	-3%	18%
22	CC(=O)n1nc(-c2cccnc2)nc1NCc1cccs1	12%[11.4 µM]	43%[activator]	0%	6	-13%	-11%	0%	-6%[11.4 µM]	-10%
23	Cc1nn(Cc2c(Cl)cccc2Cl)c(C)c1NC(=O)c1cnn2c(C(F)F)cc(-c3ccccc3)nc12	6%	30%[activator]	57%[activator]	4	6%	0%	0%	5%	x
24	C=CCn1c(CCC(O)COCCCCC)n[nH]c1=S (configuration not stated)	-1%	-14%	u	4	-5%	-20%	-6%	20µM*	28µM*
25	CC(=O)Nc1cccc(NC(=O)COc2ccc3c(c2)OCO3)c1	31%	-12%	-14%	0	-10%	u	4%	-18%	2%
26	O=C(CSc1nc(=O)n(CCN2CCOCC2)c2c1CCC2)Nc1ccccc1	12%	8%	-3%	-7	2%	-3%	-4%	-10%	6%[59 µM]
27	O=C(COC(=O)c1ccc(S(=O)(=O)N2CCCC2)cc1)NCc1ccc(F)cc1	11%	17%	7%	-6	-4%	-24%	-1%	-9%	25%[0.501 µM]
28	Oc1ccc(-c2n[nH]c(C(F)(F)F)c2-c2ccccc2)c(O)c1	8%	20%	u	0	-6%	-35%	u	-14%[11.4 µM]	-28%
29	O=C(Cc1c(F)cccc1Cl)NC1=NCCS1	-20%	34%	-8%	1	3%	-18%	-14%	3%	-1%
30	Cc1nn(C(=O)c2nn(C)cc2[N+](=O)[O-])c(C)c1Br	2%	15%	0%	-3	-5%	-15%	3%	-13%	-2%
31	Cc1nc2ccc(S(=O)(=O)NC(C(=O)N3CCN(c4ccc(Cl)cc4)CC3)C(C)C)cc2s1 (configuration not stated)	0%	13%	-25%	0	0%	-22%	41%[activator]	-26%	0%[59 µM]
32	CCOC(=O)[C@H]1[C@H]2COc3ccc(Br)cc3[C@@H]2N2C(=O)CN(C)C(=O)[C@@]12C	19%	32%	8%	-4	-3%	x	3%	-23%	x
33	CCOC(=O)c1ccc(NC(=O)CCn2c(=O)c3cccn3c3ccccc32)cc1	-10%	45%	-15%	-5	-2%	-1%	3%	-11%	18%[59 µM]
34	COc1ccccc1CN1CCNC(=O)C1CC(=O)NCCCN1CCCC1=O (configuration not stated)	12%	27%	27%	0	-2%	-6%[57.1 µM]	8%	-2%	71µM*
35	CCc1ccc(S(=O)(=O)c2nnn3c2nc(N2CCCC2)c2sccc23)cc1	-26%	66%[activator]	-10%	-1	-9%	-1%	6%	3%	18%[59 µM]
36	CC(C)Sc1nc2c(c(=O)n1C)SC(C)C2 (configuration not stated)	4%	33%	6%	1	4%	1%	0%	-18%	-11%
37	COc1ccc(CCNC(=O)CCSCc2ccccc2Cl)cc1OC	17%	16%	-10%	3	-5%	4%	0%	-8%	7%[59 µM]
38	Cc1cc(NC(=O)CN2C(=O)NC3(CCCCC3)C2=O)no1	0%	43%[activator]	2%	-16	-1%	3%	-2%	-2%	4%[59 µM]
39	CC(C)NC(=O)Nc1ccc2c(c1)C(=O)N([C@@H](C)CO)C[C@@H](C)[C@@H](CN(C)S(=O)(=O)c1ccc(F)cc1)O2	6%	31%	-8%	-1	2%	x	2%	-12%	x
40	CSc1ccc(/C=C/C(=O)OCC(=O)N2CCN(c3ccccc3)CC2)cc1	-9%	35%[57 µM]	-23%	-10	5%	x	-1%	-3%	x

Ordered by the number under GLS inhibitor (descending): some entries from above
entry	Compound	RGS4 inhibitor	HP1b chromo inh	12-LOX inh	PI4K2A inh	ERG-DNA inh	BAZ2B inh	GLS inhibitor	JMJD2A Tudor inh	G9a inh
6	CNC(=S)Nc1ccc([N+](=O)[O-])c(C)c1	-37%	36%	-21%	7	-9%	-22%	3%	-13%	-34%
27	O=C(COC(=O)c1ccc(S(=O)(=O)N2CCCC2)cc1)NCc1ccc(F)cc1	11%	17%	7%	-6	-4%	-24%	-1%	-9%	25%[0.501 µM]
3	Cc1ccccc1NC(=O)c1c(Cl)nc(C)c(Cl)c1C	5%	27%	-4%	74	-3%	9%	-8%	7%	-11%[59 µM]
15	Cc1nn(Cc2noc(C(=O)NCc3ccc4c(c3)OCO4)n2)c(C)c1Br	-44%	21%	21%	2	9%	-23%	-12%	-2%	18%

Next records follow:
entry	Compound	RGS4 inhibitor	HP1b chromo inh	12-LOX inh	PI4K2A inh	ERG-DNA inh	BAZ2B inh	GLS inhibitor	JMJD2A Tudor inh	G9a inh
41	CCC(C)c1ccc(OCC(=O)Nc2cccc(C(=O)Nc3ccc(C(=O)O)cc3)c2)cc1 (configuration not stated)	-9%	6%	14%	-7	26%	-17%	4%	-30%	-3%
42	CCN(C[C@H]1N[C@@](Cc2ccccc2)(C(=O)OC)[C@H]2C(=O)N(C)C(=O)[C@@H]12)S(=O)(=O)c1ccc(C(C)(C)C)cc1	9%	54%[activator]	-6%	1	-20%	x	-7%	-14%	x
43	COc1ccc2ncc3c(-c4ccc(C)c(C)c4)nn(CC(=O)NC4CCCC4)c3c2c1	27%	23%	u	6	5%	-4%	-11%	-12%	6%[59 µM]
44	O=C(Nc1cccc(F)c1)C1CCCN(S(=O)(=O)c2cnc[nH]2)C1 (configuration not stated)	-13%	28%	2%	6	1%	-4%	3%	-8%	-5%
45	O=C(CN1C2CCCC1CC(NC(=O)C1CCCCC1)C2)Nc1ccccc1C(F)(F)F (configuration not stated)	-10%	22%	-10%	0	-10%	5%	-4%	-7%	u

Bioassay records: PubChem BioAssay, National Center for Advancing Translational Sciences (NCATS)
